ANO1 block: inhibitors of mouse TMEM16A calcium-activated chloride channel; Q8BHY3; HEK293 TMEM16A/YFP iodide influx fluorescence, ionomycin; normalized B-score (activity score, 25-100; higher = stronger inhibition) at 10 µM; 1.2% of 310,000 active;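 active = ratio plate-corrected score three or more library SD toward inhibition, starting fluorescence score within five deviations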;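 note: score derived from kinetic fluorescence span divided by baseline fluorescence per well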
RGS4 pot: RGS4 potentiation or activation; 0.92% of 310,000 active; HEK293 M3R/inducible RGS4, carbachol calcium flux Fluo4; stronger effect = lower value; B-score at 10 µM;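 active = B-score of the integrated calcium signal more than 4 SD below the library mean, with starting fluorescence not abnormally high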;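 note: negative B-score means reduced calcium response which marks RGS4 activation or potentiation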
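Assay system: HEK293 FlpIn-TREx cells, stable M3R, doxycycline-inducible RGS4 / Probe or stimulus: carbachol, ECmax concentration / Times: overnight RGS4 induction, 30 min dye load 37 °C, 20 min compound RT / Signal: kinetic calcium fluorescence imaging with Fluo4-AM dye, 2 µM / Measure: Agonist-evoked peak-minus-minimum fluorescence over baseline, integrated ratio, B score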
MrgX1 ag: human MrgX1 receptor agonism, primary screen. Q96LB2. MrgX1-HEK293 cells, Fluo-4 calcium fluorescence, agonist mode; stronger effect = higher value. B-score at 10 µM. 0.44% of 310,000 active. AID 588627;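 active = calcium response B-score plate-corrected fluorescence ratio at least 3 library SD, with starting fluorescence B-score inside 5 SD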
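Test system: HEK293 cells stably expressing human MrgX1 receptor; amount: 15,000 cells per well; doses: compound delivered in addition one of three; times: overnight plating before 1 h dye loading; detection: Fluo-4 NW calcium-flux fluorescence, kinetic read; read-out basis: B-scored fluorescence response ratio; controls: positive and negative controls per plate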
SKKanGAS inh: blocks kanamycin growth of S. pyogenes SKKanGAS strain. AID 1662. 1.3% of 300,000 active. inhibition, % at 7.5 µM. BacTiter-Glo, 6 h;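 active = mean replicate score, as percent of positive control median, at least 50; inconclusive = mean below 50 but one replicate at or above 50; inactive = mean and every replicate below 50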;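 note: strain carries kanamycin resistance gene driven by streptokinase promoter and grows in 40 µg/ml kanamycin; loss of luminescence reflects streptokinase promoter inhibition or plain growth inhibition; 0% = median of DMSO wells and 100% = positive control at its reference dose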
MrgX1 antagonist: blocks BAM8-22 activation of human MrgX1 receptor | Q96LB2 | MRGX1-HEK293 calcium flux, Fluo-4, BAM8-22 antagonism; stronger effect = lower value | B-score at 10 µM | 1.3% of 310,000 active;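 active = calcium-response B-score plate-corrected more than 3 library SD below zero, starting fluorescence within 5 deviations, no agonist response on first addition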;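 note: peak minus trough fluorescence over baseline after final BAM8-22 challenge near maximal dose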
TRPC6 activator: activators of mouse TRPC6 channel; B-score at 10 µM; 0.13% of 310,000 active; AID 2550; HEK293-TRPC6 membrane potential dye fluorescence; stronger effect = higher value;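 active = B-score of the integrated fluorescence ratio above library mean plus 3 SD, and starting fluorescence ratio within library mean plus 5 SD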;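 note: higher score means more depolarization so channel activation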
Target sequence (Q61143 whole entry, looked up): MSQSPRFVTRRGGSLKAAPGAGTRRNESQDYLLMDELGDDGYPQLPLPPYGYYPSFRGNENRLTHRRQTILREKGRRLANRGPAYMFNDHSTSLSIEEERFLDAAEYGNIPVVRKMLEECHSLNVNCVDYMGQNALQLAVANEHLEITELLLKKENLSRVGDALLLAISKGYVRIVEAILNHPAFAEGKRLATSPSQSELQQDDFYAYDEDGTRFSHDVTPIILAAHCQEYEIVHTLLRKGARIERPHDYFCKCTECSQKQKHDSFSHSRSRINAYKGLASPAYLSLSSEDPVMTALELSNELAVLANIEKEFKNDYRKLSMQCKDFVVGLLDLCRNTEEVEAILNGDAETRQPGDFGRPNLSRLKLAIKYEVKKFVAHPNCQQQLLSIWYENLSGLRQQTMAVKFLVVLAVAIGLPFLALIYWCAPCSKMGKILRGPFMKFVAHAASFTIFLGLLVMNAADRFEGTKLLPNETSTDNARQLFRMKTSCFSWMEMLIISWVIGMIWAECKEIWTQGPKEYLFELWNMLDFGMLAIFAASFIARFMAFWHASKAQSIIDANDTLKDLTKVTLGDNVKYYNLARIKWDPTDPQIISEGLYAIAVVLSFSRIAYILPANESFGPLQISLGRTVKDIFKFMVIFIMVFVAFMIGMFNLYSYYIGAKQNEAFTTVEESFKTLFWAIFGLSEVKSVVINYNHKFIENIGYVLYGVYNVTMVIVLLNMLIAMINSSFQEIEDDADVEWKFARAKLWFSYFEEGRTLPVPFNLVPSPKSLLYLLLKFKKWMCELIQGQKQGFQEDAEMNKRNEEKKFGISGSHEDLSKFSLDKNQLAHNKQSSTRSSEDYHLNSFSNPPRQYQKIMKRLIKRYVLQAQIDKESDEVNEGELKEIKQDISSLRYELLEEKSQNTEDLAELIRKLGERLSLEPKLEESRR
ANO1 activ: activators or potentiators of mouse TMEM16A chloride channel. B-score at 10 µM. Q8BHY3. HEK293 TMEM16A/YFP-H148Q/I152L, iodide quench fluorescence; stronger effect = lower value. 0.3% of 340,000 active;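 active = fluorescence-ratio B-score plate-corrected deviation score at least 3 library SD below zero, with starting fluorescence score within 5 deviations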;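 note: channel opened by trigger with iodide after compound preincubation; score built on the fluorescence ratio of max minus min over baseline; more negative score means more quench and so TMEM16A activation or potentiation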
MrgX1 PAM: allosterically activates human MrgX1 receptor signaling | AID 588675 | 0.63% of 310,000 active | MrgX1-HEK293, Fluo-4 calcium flux, FDSS; stronger effect = higher value | B-score at 10 µM;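 active = plate-corrected calcium response at least 3 library SD above typical, normal starting fluorescence, not activating the receptor alone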;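 note: compound read alongside a low EC10 to EC30 dose of BAM8-22 agonist; peak minus trough fluorescence over baseline measured at the second addition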
TRPC6 inh: mouse TRPC6 channel inhibition | HEK293-TRPC6, membrane potential dye, ACh-evoked depolarization; stronger effect = lower value | B-score at 10 µM | Q61143 | 1.1% of 310,000 active;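 active = B-score under library mean minus 3 SD, initial fluorescence not abnormally high, positive integrated signal ratio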;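 note: B-score derived from integrated fluorescence ratio over the kinetic read; more negative B-score means stronger inhibition of depolarization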
RGS4 inh: human RGS4 inhibition; P49798; HEK293 M3R/RGS4 inducible, Fluo-4 calcium flux; stronger effect = higher value; triggered by carbachol at its EC20; B-score at 10 µM; 0.45% of 310,000 active; AID 463165;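 active = B-score, a plate-corrected calcium signal, over three deviations above library mean, with baseline fluorescence within five deviations of library mean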;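 note: RGS4 expression induced by doxycycline in cells with stable M3 receptor; B-score is computed from the integrated fluorescence ratio over baseline after carbachol; higher B-score means a larger calcium signal and so more RGS4 inhibition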
Target sequence (P49798 whole entry, looked up): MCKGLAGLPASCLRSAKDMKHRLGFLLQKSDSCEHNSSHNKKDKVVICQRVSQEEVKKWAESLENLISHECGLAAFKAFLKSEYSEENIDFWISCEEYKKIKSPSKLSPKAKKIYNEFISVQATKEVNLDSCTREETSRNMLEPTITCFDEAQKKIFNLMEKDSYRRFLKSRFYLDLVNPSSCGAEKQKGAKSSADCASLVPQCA
HDAC3 inh: blocks human histone deacetylase 3. recombinant HDAC3, fluorogenic peptide/trypsin coupled, fluorescence. O15379. inhibition, % at 8.3 µM. 0.15% of 320,000 active; in the data active = inhibition above about 26%, passing the limit was not always enough; inconclusive = no clear call, values can overlap the other calls
The depositor's hits bear a star; i = inactive; ? = inconclusive; / = no result given; & = joins results of further samples.

SMILES | ANO1 block | RGS4 pot | MrgX1 ag | SKKanGAS inh | MrgX1 antagonist | TRPC6 activator | ANO1 activ | MrgX1 PAM | TRPC6 inh | RGS4 inh | HDAC3 inh
O=[N+]([O-])c1cccnc1NCCc1c[nH]c2ccccc12 | i | i | i | -3 | i | i | i | i | i | i | -3
CNS(=O)(=O)c1ccc(NC(=O)c2ccc(Cl)cc2Cl)cc1 | i | i | i | -9 | i | i | i | i | i | i | -8
COC(=O)c1ccc(COC(=O)[C@@H]2CC(O)CN2S(=O)(=O)c2ccccc2[N+](=O)[O-])cc1 (some centres undefined) | i | i | i | -3 | i | i | i | i | i | i | 4
COCCNC(=S)N/N=C/c1c2ccccc2cc2ccccc12 | i | i | i | 19 | i | i | i | i | i | i | 11
COC(=O)CCC(=O)Nc1cccc2ccccc12 | i | i | i | 0 | i | i | i | i | i | i | -4
O=C(C1=C(O)C(=O)N(Cc2ccco2)C1c1cccnc1)c1cc2ccccc2o1 (centres undefined) | i | i | i | -13 | i | i | i | i | i | i | 2
O=C(CSc1nnc(-c2ccccc2F)o1)OCc1ccccc1 | i | i | i | -3 | i | i | / | i | i | i | -4
CCOC(=O)C(Cc1ccccc1)c1ccnc2nc(N)nn12 (centres undefined) | i | i | i | -11 | i | i | i | i | i | i | -6
CCc1nccn1S(=O)(=O)c1ccccc1[N+](=O)[O-] | i | i | i | -9 | i | i | i | i | i | i | -4
CCc1nnc(NC(=O)c2nc(S(=O)(=O)Cc3ccc(C)cc3)ncc2Cl)s1 | i | i | i | 6 | -7.2* | i | i | i | i | i | /
COc1ccc(C(=O)NC(=S)NCc2ccco2)cc1Br | i | i | i | -6 | i | i | i | i | i | i | 0
CCCCCOC(=O)CCN1C(=O)/C(=C2\SC(=S)N(CCC(=O)OCCCCC)C2=O)SC1=S | i | i | i | 4 | i | i | i | i | i | i | -2
CCCCn1c(SCC(=O)Nc2ccc3c(c2)CCC3)nc2ccccc2c1=O | i | i | i | 3 | i | i | i | i | i | i | 1
O=C(N/N=C/c1ccc(O)cc1O)c1ccc(CN2C(=O)c3cccc4cccc2c34)cc1 | i | i | i | 11 | i | i | i | i | i | i | -1
CCc1cc(-c2n[nH]c(=S)n2CC)cs1 | i | i | i | 3 | i | i | i | i | i | i | 9
CCOC(=O)CN1C(=O)N[C@@H](CCc2ccccc2)C(C(=O)OC)=C1C | i | i | i | -3 | i | i | i | i | i | i | 10
Cc1nnsc1C(=O)N1CCCC(N2CCN(c3ccc(F)cc3)CC2)C1 (centres undefined) | i | i | i | -3 | i | i | i | i | i | i | -5
COC(=O)CSc1nnc(-c2ccccn2)n1Cc1ccco1 | i | i | i | 2 | i | i | i | i | i | i | 2
C#Cc1ccc(CN2CCC(N3CCC(C(=O)NCc4ccccn4)CC3)CC2)cc1 | i | i | i | -8 | i | i | i | i | i | i | 3
O=C(Nc1ccc(Cl)c(C(F)(F)F)c1)[C@@H]1CC=C[C@@H]2CCN(Cc3ccc(Cl)c(Cl)c3)C(=O)[C@@H]21 | i | i | i | 5 | i | i | i | i | i | i | 6
COc1ccc([C@@H]2CC=C(C(=O)O)[C@H](c3ccccc3)N2S(=O)(=O)c2ccccc2C)cc1 | i | / | i | / | i | / | i | i | / | / | 8
O=C(OCC(=O)N1CCN(C(=O)c2ccco2)CC1)c1ccc(S(=O)(=O)N2CCCCC2)cc1 | i | i | i | -5 | i | i | i | i | i | i | ?
Cc1snc(SCC(=O)N/N=C(\N)COc2ccc(F)cc2)c1C#N | i | i | i | 4 | i | i | i | i | i | i | -4
COc1ccc(-n2cnnc2SCC(=O)Nc2cccc(S(=O)(=O)N3CCCCC3)c2)cc1 | i | i | i | 2 | i | i | i | i | i | i | 0
O=C(Nc1ccc(F)cc1F)N1CCN(CCc2ccccc2)CC1 | i | i | i | 2 | i | i | i | i | i | i | -9
CC12CCC(C(=O)O)(C/C1=N\O)C2(C)C (centres undefined) | i | i | i | 6&-2 | i | i | i | i | i | i | 5&-11
COc1ccc(C(=O)Nc2ccc(S(=O)(=O)NC(C)(C)C)cc2)cc1[N+](=O)[O-] | i | i | i | -2 | i | i | i | i | i | i | 5
C=CCn1cc(C(=O)N2CCN(C)CC2)c(=O)c2cc(S(=O)(=O)N(CC)CC)ccc21 | i | i | i | -3 | i | i | i | i | i | i | 1
O=C(CCc1nnc(CCCCc2ccccc2)o1)NCCC1CCCCO1 (centres undefined) | i | i | i | -2 | i | i | i | i | i | i | -4
CCOc1ccccc1N(CC(=O)NCCSc1ccccn1)S(=O)(=O)c1ccccc1 | i | i | i | 5 | i | i | i | i | i | i | 0
CC(NS(=O)(=O)c1ccc(CCC(=O)NCC2CCCO2)cc1)c1ccccc1 (centres undefined) | i | i | i | -5 | i | i | i | i | i | i | 2
O=c1[nH]c(Nc2ccc3c(c2)OCCO3)nnc1Cc1ccc(Cl)cc1 | i | i | i | -14 | i | i | i | i | i | i | 2
O=c1[nH]c(/C=C/c2ccc(OC(F)F)cc2)nc2c1cnn2-c1ccccc1 | i | i | i | -18 | i | i | i | i | i | i | 1
NC(=O)CCCC1=NS(=O)(=O)c2ccccc2N1 | i | i | i | -2 | i | i | i | i | i | i | 0
Cc1ccc(S(=O)(=O)N2CCN(C(=O)COC(=O)COc3ccccc3)CC2)cc1 | i | i | i | -2 | i | i | i | i | i | i | 0
CC(C)CN(Cc1c(O)ccc2ccccc12)CC(C)C | i | i | i | -1 | i | i | i | i | i | i | 4
CCNc1nc(NCC)n2c(SCC(=O)Nc3ccc(C(F)(F)F)cc3[N+](=O)[O-])nnc2n1 | i | i | i | -6 | i | i | i | i | i | i | -6
COc1cc(OC)c(C2Oc3nc(SC)nnc3-c3ccccc3N2C(C)=O)cc1OC (centres undefined) | i | i | i | -1 | i | i | i | i | i | i | 5
CCCC(=O)N1CCN(c2ccc(NC(=O)c3ccc4c(c3)OCCO4)cc2)CC1 | i | i | i | 0 | i | i | i | i | i | i | 2
Cc1ccc(/C=N/NC(=O)Cc2ccc(O)cc2)s1 | i | i | i | -1 | i | i | i | i | i | i | 0
CCCSc1nc(SCC(=O)NCc2ccccc2)c2c3c(sc2n1)COC(C)(C)C3 | i | i | i | -5 | i | i | i | i | i | i | -1
Cc1cc2c(=O)n(CC(=O)N3CCN(c4ccc(F)cc4)CC3)cnc2s1 | i | i | i | 2 | i | i | i | i | i | i | -10
COc1cc(C(=O)NCCN2C(=O)S/C(=C\c3cccs3)C2=O)cc(OC)c1OC | i | i | i | 14 | i | i | i | i | i | i | 13
CCOc1ccc(S(=O)(=O)NCCN2CCOCC2)c2ccccc12 | i | i | i | -3 | i | i | i | i | i | i | 2
CC(C)C(NS(=O)(=O)c1cccc(C(F)(F)F)c1)C(=O)O (centres undefined) | i | i | i | -10 | i | i | i | i | i | i | 3
CC1CCCCN1S(=O)(=O)c1coc(C(N)=O)c1 (centres undefined) | i | i | i | 4 | i | i | i | i | i | i | -8
Cc1cc(=O)oc2c1ccc1oc(/C(=N/O)c3ccccc3)c(C)c12 | i | i | i | 30 | i | i | i | i | i | i | 7
COCCNC(=O)c1cc(Br)ccc1Cl | i | i | i | 5 | i | i | i | i | i | i | 0
COc1ccc(OC)c(NC(=O)CSc2nn3c(=O)c(C)nnc3s2)c1 | i | i | i | 3 | i | i | i | i | i | i | /
CCOC(=O)/C(=N\Nc1ccccc1[N+](=O)[O-])c1csc(N)n1 | i | i | i | 12 | i | i | i | i | -5.2* | i | 0
C/C(=N/NC(=O)c1ccc(C)s1)c1cccc(NC(=O)c2ccoc2C)c1 | i | i | i | 3 | i | i | i | i | i | i | -4
CC1(C)Cc2cccc(OCC(=O)Nc3cccnc3Cl)c2O1 | i | i | i | -2 | i | i | i | i | i | i | 2
CCc1ccccc1NC(=O)CN(C)C(=O)CSc1nn(-c2ccccc2)c(=S)s1 | i | i | i | 1 | i | i | i | i | i | i | 1
O=c1[nH]c(NNC(=S)NCc2ccccc2)nc2c1C1(CCCCC1)Cc1ccccc1-2 | i | i | i | 101* | i | i | i | i | i | 13* | 12
Cc1cc(NCCCN2CCOCC2)n2nc(C)c(-c3ccccc3)c2n1 | i | i | i | 2 | i | i | i | i | -6.1* | i | 6
O=C(O)CCc1ccc(-c2ccccc2)n1-c1ccc(C(=O)O)cc1 | i | i | i | -3 | i | i | / | i | i | i | 5
Cc1onc(-c2ccccc2Cl)c1C(=O)Nc1sc2c(c1C#N)CCC2 | i | i | i | 7 | i | i | i | i | i | i | 6
O=[N+]([O-])c1ccc(S(=O)(=O)N(CCCN2CCOCC2)Cc2cccs2)cc1 | i | i | i | 1 | i | i | i | i | i | i | 0
CC(=O)c1ccc(NC(=O)c2cc(Cl)sc2Cl)cc1 | i | i | i | -2 | i | i | i | i | i | i | 14
COc1ccc(-n2c(COc3ccc(C)cc3)n[nH]c2=S)cc1 | i | i | i | 0 | i | i | i | i | i | i | 5

Record cards, as listed above:
CC(=O)c1ccc(NC(=O)c2cc(Cl)sc2Cl)cc1 in the list: ANO1 block = i; RGS4 pot = i; MrgX1 ag = i; SKKanGAS inh = -2; MrgX1 antagonist = i; TRPC6 activator = i; ANO1 activ = i; MrgX1 PAM = i; TRPC6 inh = i; RGS4 inh = i; HDAC3 inh = 14
Cc1cc(NCCCN2CCOCC2)n2nc(C)c(-c3ccccc3)c2n1 in the list: ANO1 block = i; RGS4 pot = i; MrgX1 ag = i; SKKanGAS inh = 2; MrgX1 antagonist = i; TRPC6 activator = i; ANO1 activ = i; MrgX1 PAM = i; TRPC6 inh = -6.1*; RGS4 inh = i; HDAC3 inh = 6

Other structures
SMILES | ANO1 block | RGS4 pot | MrgX1 ag | SKKanGAS inh | MrgX1 antagonist | TRPC6 activator | ANO1 activ | MrgX1 PAM | TRPC6 inh | RGS4 inh | HDAC3 inh
NNC(=O)c1sc(-c2ccc(Cl)cc2)cc1N | i | i | i | 2 | i | i | i | i | i | i | -2
NCCCNc1nc(N)c([N+](=O)[O-])c(NC2CCCCC2)n1 | i | i | i | -1 | i | i | i | i | i | i | 6
O=C(Nc1c(C(=O)N2CCOCC2)cnn1-c1ccccc1)c1ccco1 | i | i | i | -5 | i | i | i | i | i | i | -2
C=CCn1c(SCc2nc3ccccc3c(=O)[nH]2)nc2scc(C3CC3)c2c1=O | i | i | i | 26 | i | i | i | i | i | i | -5
